PKA-R2B act – PKA-R2B complex activation; PKA-R2B holoenzyme dissociation, Cy5-IP20 fluorescence polarization; R2B truncated from residue 108, S112A mutant; 0% DMSO only, 100% 113 µM cGMP; P22694+P31323; activation, % at 11.4 µM; 0.079% of 340,000 active; AID 504700;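 active = activation above a cutoff set at the mean over all compounds plus 3 SD, cut at about 18% in these data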;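 also: higher means more holoenzyme dissociation and a rise in polarization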
C-LANA FP – inhibitors of KSHV LANA C-terminal domain DNA binding | MBP-C-LANA/FAM-LBS DNA binding, fluorescence polarization | inhibition, % at 9 µM | 0.078% of 340,000 active | AID 504423;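 active = highest replicate inhibition at or above 60% at 9 µM, even if other replicates fall short; inactive = all replicates below 60% inhibition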;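 also: 0% = neutral control wells and 100% = 4 µM acridine orange control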
CAL PDZ FP-1 – CAL PDZ (human) peptide binding inhibition. Q9HD26. purified CAL PDZ, TMR-peptide fluorescence polarization, 1 h. inhibition, % at 24.9 µM. 0.92% of 300,000 active. AID 602252;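 active = mean inhibition of at least 30% with at least half of replicates also reaching 30%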;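 also: 0% = DMSO neutral control and 100% = excess unlabeled competitor peptide PRC23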
cardiac RTF act – cardiac RTF calcium sensitization; P19429+P45379; IANBD-labeled TnC RTF fluorescence at EC20 calcium; 0% EC20 calcium, 100% full calcium; activation, % at 7.2 µM; 0.24% of 340,000 active; AID 493008;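 active = activation above the mean over all tested compounds plus 3 SD, cut at about 30% in these data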;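 also: rise in fluorescence read as greater calcium sensitivity of cardiac thin filaments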
Keap1-Nrf2 PPI – disrupts human Keap1 binding to Nrf2 peptide | Keap1 Kelch-Nrf2 peptide fluorescence polarization, 1536-well | inhibition, % at 9.4 µM | 0.15% of 340,000 active; in the data active = inhibition above about 12%;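 also: human Keap1 Kelch domain with fluorescein labeled Nrf2 9mer peptide probe; 0% = neutral control wells and 100% = peptide positive control; higher means more block of Keap1 binding to Nrf2 peptide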
SR-BI DiI-HDL act – SR-BI HDL lipid transfer activation; CHO ldlA[mSR-BI] cells, DiI-HDL uptake fluorescence, 3 h; 100 = double the neutral-control signal; activation, % at 12.5 µM; 0.096% of 320,000 active; AID 504775;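 active = mean replicate activation of at least 60% and every replicate at or above 60%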;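 also: 0% = median plate neutral-control signal and 100% = twice that signal; values of inactives mirror those of a sister screen read the other way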
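Material – SR-BI-overexpressing, LDLR-lacking CHO cells · Medium – BSA-supplemented, HEPES-buffered Ham's F12, pH 7.4 · Doses – single concentration · Times – compound with DiI-HDL co-incubation, 3 h at 37 °C · Measured by – bottom-read fluorescence, 550/595 nm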
CAL PDZ FP-2 – blocks peptide binding to human CAL PDZ domain. AID 504414. inhibition, % at 20 µM. 0.02% of 330,000 active. Q9HD26. purified CAL PDZ, TMR-peptide fluorescence polarization, 1 h;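 active = highest replicate inhibition of at least 40%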;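 also: plate controls were DMSO neutral control wells for no effect and unlabeled competitor peptide control wells for full effect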
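material = purified tagged CAL PDZ domain construct (CerCALP) | compound dosing = 20 µM, one dose | times = 1 h at RT | measured by = fluorescence polarization from S- and P-plane intensities, G-factor corrected | read-out = inhibition from polarization loss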
DAGLB inhibitor – blocks human DAGLB lipase activity. 0.059% of 340,000 active. HEK293T DAGLB membrane lysate, EnzChek fluorogenic substrate. AID 504411. inhibition, % at 5.17 µM; in the data active = inhibition above about 34%;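 also: 0% = enzyme with vehicle and 100% = wells lacking enzyme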
Target sequence (Q8NCG7 whole entry, looked up): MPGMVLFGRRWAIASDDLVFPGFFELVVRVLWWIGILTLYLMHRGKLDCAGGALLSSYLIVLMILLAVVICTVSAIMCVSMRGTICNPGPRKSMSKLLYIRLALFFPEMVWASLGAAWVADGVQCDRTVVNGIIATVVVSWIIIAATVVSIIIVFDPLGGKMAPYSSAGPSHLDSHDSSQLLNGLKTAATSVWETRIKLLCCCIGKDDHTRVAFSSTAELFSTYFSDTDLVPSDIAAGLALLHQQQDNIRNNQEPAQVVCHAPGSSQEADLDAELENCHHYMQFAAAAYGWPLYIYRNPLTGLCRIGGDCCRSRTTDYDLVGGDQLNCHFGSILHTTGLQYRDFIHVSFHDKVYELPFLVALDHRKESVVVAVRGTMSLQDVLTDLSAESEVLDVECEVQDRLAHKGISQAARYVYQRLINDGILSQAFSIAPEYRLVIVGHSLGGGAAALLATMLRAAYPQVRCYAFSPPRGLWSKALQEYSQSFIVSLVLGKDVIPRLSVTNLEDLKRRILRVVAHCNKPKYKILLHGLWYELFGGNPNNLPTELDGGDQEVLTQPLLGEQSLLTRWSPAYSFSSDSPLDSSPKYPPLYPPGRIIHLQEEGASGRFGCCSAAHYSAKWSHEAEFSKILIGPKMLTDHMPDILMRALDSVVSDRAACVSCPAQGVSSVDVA
RTF Ca sens inh – cardiac RTF calcium desensitization; inhibition, % at 7.15 µM; P19429+P45379; AID 493244; IANBD-labeled cardiac RTF, Ca2+ fluorescence; 0.12% of 340,000 active;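 active = inhibition above the mean inhibition of all tested compounds plus 3 SD, cut at about 17% in these data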;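 also: assay run at fixed EC70 calcium of 1.6 mM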
Rtt109 HAT inh – blocks Candida albicans Rtt109/Vps75 acetyltransferase activity | Q5AAJ8 | purified Rtt109/Vps75, ThioGlo CoA-SH fluorescence, 4 h | inhibition, % at 34.9 µM | 0.16% of 330,000 active | AID 540336;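 active = inhibition of at least 50% in every replicate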
Target sequence (Q5AAJ8 whole entry, looked up): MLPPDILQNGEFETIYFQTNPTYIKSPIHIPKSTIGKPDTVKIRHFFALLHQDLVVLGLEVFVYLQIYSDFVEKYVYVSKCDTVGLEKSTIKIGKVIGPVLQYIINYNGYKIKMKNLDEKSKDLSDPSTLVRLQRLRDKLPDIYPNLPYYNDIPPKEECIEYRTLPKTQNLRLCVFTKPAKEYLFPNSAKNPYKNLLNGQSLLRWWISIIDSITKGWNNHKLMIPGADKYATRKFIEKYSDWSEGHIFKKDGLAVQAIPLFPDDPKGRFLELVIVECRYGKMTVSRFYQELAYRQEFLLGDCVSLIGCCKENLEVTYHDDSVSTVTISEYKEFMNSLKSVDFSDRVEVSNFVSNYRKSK
Active calls of the source: *; nt = not tested or not shown; & = joins results of further samples.

Results follow in this order: CAL PDZ FP-2 | RTF Ca sens inh | Keap1-Nrf2 PPI | Rtt109 HAT inh | CAL PDZ FP-1 | DAGLB inhibitor | C-LANA FP | SR-BI DiI-HDL act | cardiac RTF act | PKA-R2B act
- Cc1nc2ccccc2c(=O)n1/N=C/c1ccc(OC(F)F)cc1
  -0.2 | -4 | -2 | 3 | -3 | -6 | 3.0 | 5 | 0 | 2
- CC(Sc1nc2ncc(Cl)cc2[nH]1)C(=O)Nc1ccc(C(N)=O)cc1 (centres undefined)
  -2.7 | -11 | 1 | -5 | -2 | 1 | 1.1 | 18 | 18 | -1
- Cc1ccc(C2CC(=O)Nc3c2ccc2ccccc32)cc1[N+](=O)[O-] (centres undefined)
  -2.0 | -7 | -2 | 41 | 1 | 1 | 0.7 | -18 | -9 | -11
- COC(=O)c1ccccc1NC(=O)CSc1nc(O)cc(=O)n1C1CCCC1
  0.4 | -10 | -8 | 10 | -1 | 13 | -3.8 | 14 | -4 | -7
- COc1ccccc1NC(=O)c1cc(C(=O)Nc2ccccc2OC)cc([N+](=O)[O-])c1
  -1.3 | -3 | 8 | -3 | -1 | -2 | -1.8 | -27 | -8 | 1
- CCC(Sc1nc(C)cc(=O)[nH]1)C(=O)Nc1nc2c(s1)CCCC2 (centres undefined)
  -3.3 | -8 | -4 | 0 | nt | 2 | -1.4 | 1 | -2 | -7
- CCc1noc(C)c1C(=O)Nc1nc(-c2cc(OC)ccc2OC)cs1
  -2.0 | -6 | -1 | 3 | -2 | -2 | 0.6 | -43 | -16 | 5
- O=S(=O)(Nc1cccc2c1ccc1cccn12)c1cccs1
  -3.0 | -9 | -1 | 7 | -6 | 4 | -0.1 | 3 | 1 | -7
- O=C(CC1C(=O)NCCN1Cc1ccccc1C(F)(F)F)NC1CCCCCC1 (centres undefined)
  -0.7 | -3 | -5 | 28 | 2 | 2 | 1.3 | 5 | -2 | -1
- O=C(NCc1ccc2c(c1)OCO2)C(=O)NCC1OCCCN1S(=O)(=O)c1ccc(F)cc1 (centres undefined)
  -1.3 | -8 | -7 | 4 | nt | -1 | -2.2 | 1 | -3 | -3
- COCCn1c(=O)c2c(nc3n2CC(C)CN3Cc2ccccc2)n(C)c1=O (centres undefined)
  0.0 | -5 | -1 | 5 | 0 | 2 | -3.3 | 0 | 0 | -7
- Fc1ccc(N/N=C(/c2ccccc2)c2ccccn2)cc1
  -0.5 | -9 | 0 | 0 | 0 | -1 | -0.2 | -18 | -6 | -4
- O=C(NCCCN1CCCC1)c1ccc2c(c1)N(Cc1ccccc1F)C(=O)c1ccccc1S2=O (centres undefined)
  -1.9 | -2 | 0 | 13 | 0 | 1 | 1.2 | 9 | 4 | -17
- CCOc1ccc(NC(=O)C2CC(=O)N(c3cc(C)cc(C)c3)C2)cc1 (centres undefined)
  -1.9 | -9 | -7 | -2 | -2 | -4 | 0.9 | -13 | 6 | -13
- O=C(COc1ccc(CO)cc1)Nc1ccc(F)cc1
  0.7 | -3 | 0 | -3 | 0 | 3 | 2.7 | 17 | 0 | 4
- CCc1ccccc1S(=O)(=O)Cc1ccc(C(=O)NC2CCCC2)o1
  -2.5 | -4 | -4 | 6 | -1 | 1 | 0.3 | -1 | 4 | -4
- N#Cc1ccc(OCC(O)CN2CCN(c3ncc(C(F)(F)F)cc3Cl)CC2)cc1 (centres undefined)
  -0.5 | -11 | 0 | 9 | -3 | -1 | 1.2 | -15 | 0 | 8
- Cn1c(=O)[nH]c(=O)c2c1[nH]c(=S)n2Cc1ccccc1
  0.6 | -11 | -3 | -1 | -1 | -2 | -1.3 | 5 | -2 | 18
- C=CCn1c(SCC(=O)Nc2cccc(S(N)(=O)=O)c2)nc2sc(C)c(C)c2c1=O
  -4.2 | 0 | 3 | 3 | -10 | -2 | 1.8 | -2 | -2 | -10
- CCCCCOc1ccc(Cn2ccnc2)cc1[N+](=O)[O-]
  -1.0 | 3 | 1 | 18 | 2 | 1 | 0.8 | 3 | 3 | -10
- CCN(CC)S(=O)(=O)c1cccc(C(=O)Nc2ccc(C#N)cc2)c1
  -2.7 | -3 | -1 | 2 | -6 | 1 | 0.0 | -48 | -3 | -2
- CC(=O)c1cc2c(cc1NC(=O)c1c(-c3ccccc3)noc1C)OCO2
  -0.9 | -2 | -4 | -2 | -2 | -1 | 3.6 | -40 | 2 | 1
- CCOC(=O)Cn1ncc2c(=O)oc3ccccc3c21
  -0.9 | 3 | 0 | 2 | 2 | 1 | -0.6 | -5 | -1 | 6
- Nc1c(Cl)cc(-c2csc(NC(CO)c3nc4ccccc4n3CCOCCO)n2)cc1Cl (centres undefined)
  0.6 | 1 | -2 | 3 | -3 | 5 | 0.6 | -17 | 9 | 0
- Cn1c(SCc2cnc(-c3ccccc3)s2)nnc1C1COc2ccccc2O1 (centres undefined)
  -2.3 | -12 | 4 | 22 | -3 | -12 | 1.0 | 18 | 0 | -7
- CC(Nc1cc(=O)n(C)c(=O)n1C)c1ccccc1 (centres undefined)
  nt | 6 | -2 | 0 | -2 | 3 | 0.4 | 3 | -4 | -16
- CCCCSc1c(C)c2cc3c(cc2[nH]c1=O)OCO3
  -1.4 | 0 | -5 | -16 | -5 | 7 | -1.1 | 9 | -15 | 4
- CC(Sc1nncs1)C(=O)Nc1ccc2c(c1)OCO2 (centres undefined)
  -0.7 | 1 | -8 | 6 | -3 | 1 | -0.6 | 3 | 5 | -16
- CCCCCCC(=O)Nc1ccc(Cl)cn1
  0.0 | -5 | 1 | 4 | -3 | -6 | 1.4 | 18 | -4 | -6
- O=C(NCCc1ccncc1)Nc1ccccc1
  -0.4 | -8 | -2 | -22 | 10 | -5 | -0.2 | 29 | -5 | -2
- CNS(=O)(=O)c1cccc(C(=O)OCC(=O)Nc2cc(F)ccc2F)c1
  -0.1 | -5 | -3 | nt | -6 | 1 | -1.3 | -6 | 0 | 2
- CCC(Sc1ccc2nnc(-c3cccnc3)n2n1)C(=O)O (centres undefined)
  0.8 | -2 | 0 | 1 | nt | -2 | 0.8 | -1 | -3 | -7
- CC1(C)CC2(C)OCCN2C(=S)N1 (centres undefined)
  -0.3 | 3 | 3 | -3 | nt | 0&-1 | 1.1 | 18 | -8 | -1&-3
- CN(C)N1C(N)=C(C#N)C(c2ccc(F)cc2)C2=C1CCCC2=O (centres undefined)
  -0.4 | -10 | -3 | -10 | -2 | 0 | -1.1 | 7 | -9 | -8
- O=C(O)C(Cc1cn[nH]n1)=NO
  -1.1 | -4 | 3 | -3 | -8 | -2 | 0.5 | 9 | 0 | -5
- O=C(CSCc1ccc(Cl)cc1)Nc1cccc(C(=O)O)c1
  -0.8 | -1 | -3 | 4 | nt | 1 | 0.6 | 1 | 3 | -4
- COC(=O)CCC(=O)N(C)CC1CCCN(CCc2cccc(C(F)(F)F)c2)C1 (centres undefined)
  nt | -7 | 7 | -11 | 0 | 1 | -0.1 | 16 | -4 | 2
- CCOC(=O)Cc1csc(NS(=O)(=O)c2cc(Cl)ccc2Cl)n1
  0.8 | -9 | -2 | 2 | -4 | 3 | 3.0 | 14 | 3 | -7
- O=C(CCCc1ccccn1)c1ccc(-c2ccccc2)cc1
  -2.4 | -9 | -4 | 8 | nt | -13 | 0.5 | 3 | -1 | -7
- O=C(O)c1cc(C(=O)O)cc(-c2ccc(/C=c3/sc4nc5ccccc5n4c3=O)o2)c1
  -20 | nt | -4 | 0 | nt | nt | 16 | 13 | nt | nt
- NC(=O)COC(=O)[C@H](Cc1c[nH]c2ccccc12)NC(=O)c1ccc(F)cc1
  -0.3 | -18 | -1 | 0 | -3 | -2 | 1.3 | 23 | -5 | -1
- CCOC(=O)c1c(-n2cnnn2)sc2c1CCCC2
  -0.4 | -6 | 0 | 5 | nt | -1 | 3.9 | -6 | 9 | 1
- O=c1[nH]ncn2cccc12
  0.3 | -7 | -3 | -1 | -5 | 0 | 0.9 | 17 | -1 | -5
- Cc1ccc(N(C(=O)c2ccncc2)C2C=CS(=O)(=O)C2)cc1 (centres undefined)
  1.1 | -1 | 4 | 1 | nt | 0 | -0.4 | 8 | -2 | -13
- CCc1csc(CNC(=O)C2CCC(=O)N(Cc3cccc(F)c3)C2)n1 (centres undefined)
  0.6 | -4 | 2 | 5 | 2 | -1 | 1.2 | -5 | 3 | -4
- CN1CCC(CO)(Cc2ccccc2)CC1
  -0.7 | -7 | 1 | -10 | 3 | 1 | 0.7 | nt | 0 | -3
- O=C(Nc1cccc(-c2nc3cccnc3s2)c1)c1ccc(Cl)nc1
  -2.7 | -14 | 3 | 0 | -8 | -3 | 2.1 | -43 | 3 | 9
- CSc1nc(N(C)NC(=O)c2cccc(C)c2)c2ccccc2n1
  -0.8 | 6 | -3 | 9 | -6 | 1 | 0.8 | 15 | -4 | -4
- C[C@@H](C(=O)NC1CCN(Cc2ccccc2)CC1)N1C(=O)N2CCc3c([nH]c4ccccc34)[C@@]2(C)C1=O
  -0.3 | -2 | -4 | 6 | 7 | -2 | 0.4 | -70 | 5 | 0
- CSc1ncc(Cl)c(C(=O)C(C#N)c2nc3c(C)cc(C)cc3c(=O)[nH]2)n1 (centres undefined)
  -5.7 | -4 | 1 | 4 | -6 | 15 | 1.5 | 29 | -3 | -10
- COc1ccc(NC(=O)CN(C)C(=O)c2cccc(S(=O)(=O)Nc3ccccc3Cl)c2)cc1
  -0.9 | 10 | 0 | 0 | -3 | -4 | 0.5 | -7 | 0 | 4
- Cc1nc(C)c(-c2nnc(-c3ccc(C(C)(C)C)cc3)o2)cc1C(=O)NN
  -0.6 | 9 | -1 | 0 | -2 | -5 | 0.8 | -81 | -1 | -3

Whole records as entered above. Order of screens: CAL PDZ FP-2, RTF Ca sens inh, Keap1-Nrf2 PPI, Rtt109 HAT inh, CAL PDZ FP-1, DAGLB inhibitor, C-LANA FP, SR-BI DiI-HDL act, cardiac RTF act, PKA-R2B act
CCC(Sc1ccc2nnc(-c3cccnc3)n2n1)C(=O)O (centres undefined) is entered as 0.8, -2, 0, 1, nt, -2, 0.8, -1, -3, -7
COc1ccc(NC(=O)CN(C)C(=O)c2cccc(S(=O)(=O)Nc3ccccc3Cl)c2)cc1 is entered as -0.9, 10, 0, 0, -3, -4, 0.5, -7, 0, 4
O=C(Nc1cccc(-c2nc3cccnc3s2)c1)c1ccc(Cl)nc1 is entered as -2.7, -14, 3, 0, -8, -3, 2.1, -43, 3, 9
COC(=O)c1ccccc1NC(=O)CSc1nc(O)cc(=O)n1C1CCCC1 is entered as 0.4, -10, -8, 10, -1, 13, -3.8, 14, -4, -7
CCCCSc1c(C)c2cc3c(cc2[nH]c1=O)OCO3 is entered as -1.4, 0, -5, -16, -5, 7, -1.1, 9, -15, 4

High-throughput results (PubChem)
